# 15-hLO inh: qHTS Assay for Inhibitors of 15-hLO (15-human lipoxygenase); hit rate 1.4% among 74,000; Potency, µM (highest dose often 57.1 µM), inactives show top-dose activity change, negative = inhibition, actives largely listed as inhibitors; AID 887, 2007; Polyunsaturated fatty acid lipoxygenase ALOX15 (Homo sapiens), P16050; purified 15hLO-1, xylenol orange hydroperoxide absorbance; note: potency is the fitted concentration of half-maximal effect; % is set by controls: 0 for no effect and ±100 for the full control effect; nearly all actives have a fitted effect of over 55% in size
# Target sequence (P16050 whole entry, looked up): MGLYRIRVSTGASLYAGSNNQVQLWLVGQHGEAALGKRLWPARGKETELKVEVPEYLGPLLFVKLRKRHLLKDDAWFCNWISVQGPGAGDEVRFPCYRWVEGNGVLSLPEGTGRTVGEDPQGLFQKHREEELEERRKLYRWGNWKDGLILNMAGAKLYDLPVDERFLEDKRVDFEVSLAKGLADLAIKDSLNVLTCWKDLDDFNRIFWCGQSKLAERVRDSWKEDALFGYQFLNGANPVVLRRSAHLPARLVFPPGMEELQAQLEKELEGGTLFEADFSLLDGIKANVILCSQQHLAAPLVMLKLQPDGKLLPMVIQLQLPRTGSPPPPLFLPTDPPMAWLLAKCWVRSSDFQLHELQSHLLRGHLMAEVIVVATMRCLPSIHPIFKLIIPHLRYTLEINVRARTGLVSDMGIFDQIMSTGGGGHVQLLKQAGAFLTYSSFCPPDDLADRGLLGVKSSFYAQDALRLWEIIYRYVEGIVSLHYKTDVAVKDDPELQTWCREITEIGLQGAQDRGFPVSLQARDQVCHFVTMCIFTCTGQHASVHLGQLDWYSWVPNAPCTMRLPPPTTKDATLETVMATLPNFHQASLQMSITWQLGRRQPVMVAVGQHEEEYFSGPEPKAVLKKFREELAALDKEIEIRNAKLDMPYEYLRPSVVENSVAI
#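 Purified human 15hLO-1 (40 nM) in 25 mM Hepes pH 7.5, 0.01% Triton X-100, preincubated 15 min RT with compound, then 50 uM arachidonic acid for 6 min. Hydroperoxide read by ferrous/xylenol orange, 30 min; 573/405 nm absorbance ratio gave progress.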
# BRCT PPI red: qHTS Assay for Inhibitors of BRCT-Phosphoprotein Interaction (Red Fluorophore); BRCT-phosphopeptide binding, red fluorescence polarization; Potency, µM (top dose mostly 76.9 µM), for the others: at the top dose activity change, negative = inhibition, actives largely listed as inhibitors; hit rate 0.03% among 75,000; note: % is set by controls: 0 for no effect and ±100 for the full control effect
#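 Rhodamine-labelled pBACH1 10-mer (100 nM) bound to BRCT domain (100 nM) at pH 7.3; compounds incubated 12 min room temperature, polarization read. Free peptide defines full inhibition; unlabelled decapeptide titrated as control.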
# HEK293 cAMP cs: qHTS Assay for Agonists of the Thyroid Stimulating Hormone Receptor: Activators of Intracellular cAMP Concentrations in Parental HEK 293; hit rate 2.5% among 73,000; parental HEK293 CNG cAMP sensor, membrane potential fluorescence; Potency, µM (series often up to 57.1 µM), for inactives: at the top dose activation, most hits filed as activators; AID 938, 2007; note: potency is the fitted concentration of half-maximal effect; % of control where 0% means no effect; nearly all actives have a fitted effect of over 55% in size
#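 Parental HEK 293 cells stably expressing a cAMP-gated CNG channel were loaded with membrane potential dye containing 100 uM RO 20-1724 for 60 min. Compound added for 30 min; depolarization read as fluorescence intensity at 590 nm.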
# Caspase-1 inhib: qHTS Assay for Allosteric/Competitive Inhibitors of Caspase-1; P29466; Caspase-1 enzyme, Ac-WEHD-AFC fluorogenic rate; Potency, µM (titrated, usually from 57.5 µM), inactives show top-dose activity change, negative = inhibition, most hits filed as inhibitors; hit rate 0.03% among 75,000;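 note: potency is the fitted concentration of half-maximal effect; plate controls were vehicle for no effect and no substrate for full effect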
# Casp7 inh: qHTS Assay for Allosteric/Competitive Inhibitors of Caspase-7; P55210; recombinant caspase-7, Ac-DEVD-AFC fluorescence rate; Potency, µM (titrated, usually from 57.5 µM), without a hit: at the top dose activity change, negative = inhibition, most hits filed as inhibitors; hit rate 0.02% among 75,000; active = well fitted inhibition curve with a large enough effect in the main read-out, with a control signal flat, not every such curve was filed as active; inconclusive = small, poorly fitted or top-dose-only effect, or a change in a side signal; note: potency is the fitted concentration of half-maximal effect; % of control where 0% means no effect
# Tau filament bind: qHTS Assay for Tau Filament Binding; Microtubule-associated protein tau (Homo sapiens), P10636; recombinant tau filaments, thioflavin S fluorescence, 15 h; filaments grown with octadecylsulfate alongside compound; Potency, µM (titrated, usually from 57.1 µM), for the others: top-dose activity change, negative = inhibition; hit rate 2% among 71,000; AID 596, 2007;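 note: potency is the fitted concentration of half-maximal effect; % is set by controls: 0 for no effect and ±100 for the full control effect; actives lower thioflavin S fluorescence by blocking filaments or displacing dye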
#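 Assay mix: 1 uM His-tagged tau, 30 uM sodium octadecylsulfate, thioflavine S dye in HEPES/NaCl/DTT buffer. Compound is added prior to the inducer. Fluorescence after 15 h at 37 C.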
# DNA Pol III inh: qHTS Assay for Inhibitors of DNA Polymerase III Holoenzyme System | reconstituted DNA polymerase III holoenzyme replication, biochemical | Potency, µM (series often up to 57.1 µM), for the others: at the highest dose activity change, negative = inhibition | hit rate 0.25% among 71,000 | AID 603, 2007; note: potency is the fitted concentration of half-maximal effect; % is set by controls: 0 for no effect and ±100 for the full control effect
#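 Reconstituted *E. coli* holoenzyme (0.35 nM Pol III, 1 nM beta, 154 nM SSB, 2 nM primase) was preincubated with compound for 15 min at RT. Synthesis on 1.4 nM ssM13Gori ran 35 min, then was stopped with PicoGreen/EDTA and read as dsDNA fluorescence.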
# BRCT PPI green: qHTS Assay for Inhibitors of BRCT-Phosphoprotein Interaction (Green Fluorophore) | BRCA1 BRCT-phosphopeptide binding, green fluorescence polarization | hit rate 0.05% among 75,000 | Potency, µM (titrated, usually from 76.9 µM), without a hit: at the highest dose activity change, negative = inhibition, hits mostly inhibitors | Breast cancer type 1 susceptibility protein (Homo sapiens), P38398;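 note: potency is the fitted concentration of half-maximal effect; plate controls were peptide without protein for full effect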
#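 Compounds were incubated for 12 min at room temperature with a complex of 100 nM fluorescein-tagged pBACH1 decapeptide and 250 nM His-tagged BRCT protein. Buffer was phosphate pH 7.3 with EDTA, DTT and Tween 20. Disruption of binding lowers the polarization signal.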
# Rhodamine autofl: qHTS Assay for Spectroscopic Profiling in Rhodamine Spectral Region | hit rate 0.05% among 59,000 | max dye-equivalent concentration, M | Rhodamine-region fluorescence, 547/598 nm, Tris buffer; active compounds read high; in the data active = max dye-equivalent concentration above about 11 nM; inconclusive = between about 1.1 nM and that limit
#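 Compound fluorescence in 100 mM Tris, pH 8.0, read after 15 min at room temperature with 547 nm excitation and 598 nm emission. Output is dye-equivalent concentration from an on-plate rhodamine standard series.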
# HADH2 inh: qHTS Assay for Inhibitors of HADH2 (Hydroxyacyl-Coenzyme A Dehydrogenase, Type II). hit rate 3.4% among 73,000. recombinant HADH2, NADH fluorescence, beta-hydroxybutyryl-CoA. 3-hydroxyacyl-CoA dehydrogenase type-2 (Homo sapiens), Q99714. Potency, µM (top dose mostly 57.1 µM), inactives show at the highest dose activity change, negative = inhibition, usual class: inhibitors; note: potency is the fitted concentration of half-maximal effect; % is set by controls: 0 for no effect and ±100 for the full control effect; nearly all actives have a fitted effect of over 60% in size; many of its hits are not listed in these tables
# Target sequence (Q99714 whole entry, looked up, one chain of several): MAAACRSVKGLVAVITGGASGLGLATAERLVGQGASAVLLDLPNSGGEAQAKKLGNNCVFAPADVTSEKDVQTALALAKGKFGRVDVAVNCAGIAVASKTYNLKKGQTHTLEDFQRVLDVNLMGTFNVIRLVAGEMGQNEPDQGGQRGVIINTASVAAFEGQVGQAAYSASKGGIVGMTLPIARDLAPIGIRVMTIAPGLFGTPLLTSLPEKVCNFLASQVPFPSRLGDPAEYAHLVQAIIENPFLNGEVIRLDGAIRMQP
#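 E. coli-expressed His-tagged HADH2 tested at 20 nM in alkaline Tris buffer (pH 9.0); oxidation of 90 uM beta-hydroxybutyryl-CoA with 1 mM NAD+ tracked fluorimetrically for 4 min.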
# USP2a inhib: qHTS Assay for Inhibitors of Ubiquitin-specific Protease USP2a | Potency, µM (titrated, usually from 38.3 µM), without a hit: at the top dose activity change, negative = inhibition, usual class: inhibitors | Ubiquitin carboxyl-terminal hydrolase 2 (Homo sapiens), O75604 | USP2a enzymatic assay, qHTS inhibition | hit rate 0.1% among 60,000;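 note: potency is the fitted concentration of half-maximal effect; nearly all actives have a fitted effect of over 60% in size; plate controls were DMSO for no effect and NEM full inhibition control for full effect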
#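 Inhibition is measured in a cell-free coupled assay with 20 nM USP2 core, 20 nM Ub-PLA2 and 20 uM NBD C6-HPC, 2.5 h incubation. Activity normalized to NEM control.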
# Numbers without * were called inactive; i = inactive; ? = inconclusive; . = not tested or not shown; [ ] = remark or other dose. Unless noted, calls come from the whole dose curve; as a rule, active = well fitted curve in the direction sought with a large enough effect; inconclusive = small, poorly fitted or top-dose-only effect, or another doubt; inactive = no such curve, though single readings can be large; an effect the other way counts as inactive or inconclusive.
SMILES,15-hLO inh,BRCT PPI red,HEK293 cAMP cs,Caspase-1 inhib,Casp7 inh,Tau filament bind,DNA Pol III inh,BRCT PPI green,Rhodamine autofl,HADH2 inh,USP2a inhib
Cn1c(Cn2c(=O)sc3ccccc32)nnc1SCC(=O)N1CCCC1,-2%,0.3%,8%,-2%,-1%,-19%,-2%,-0.9%,.,3%,.
COC(=O)c1ccc(CC(=O)c2c(C)cc(O)cc2O)o1,25µM*,1.0%,-1%,-4%,-4%,-12%,-4%,-2.5%,i,16µM*,7%
Cc1ccc(CNc2ccc3c(c2)OCO3)c(C)c1,-27%,2.7%,-22%,?,-26%,?,-4%,28%,i,4%,35%[activator]
CN(C)c1ccc(/C=[N+](\[O-])C(C)(C)/C=N/O)cc1,-7%[11.4 µM],2.4%,-3%[11.4 µM],-17%,-11%,15%[11.4 µM],3%[11.4 µM],-1.3%,.,?,0%[7.66 µM]
CCN(CC)c1nc2n(c(=S)n1)CCS2,-3%,0.4%,4%,0%,0%,2%,-2%,-0.3%,i,1%,-1%
Cc1cc(C)n(-c2ncnc3sc4c(c23)CCCC4)n1,-1%,0.4%,?,-4%,1%[0.00368 µM],-7%,-3%,0.3%,i,-11%,1%
COc1ccc(-c2nnc(SCC(=O)OC3CCCCC3)o2)cc1OC,1%,-0.4%,?,-3%,-1%,26%,9%,0.3%,i,1%,-3%
COc1ccc(-c2noc(CSc3nnc(-c4ccncc4)n3-c3ccc(F)cc3)n2)cc1OC,8%,-1.7%,26%,-3%,0%,26%,-3%,6.8%,i,5%,43%[activator]
COc1ccc(OCCSc2nc3ccccc3c(=O)[nH]2)cc1,-2%,0.9%,?,-5%,1%,.,.,-0.9%,.,2%,.
Cc1cc(SCC(=O)Nc2ccccc2)nc(C)n1,5%,-0.3%,10%,-2%,0%,-7%,-7%,-2.9%,i,-6%,7%
CC(C)CCNc1nc2c(c(=O)n(Cc3cccc(F)c3)c(=O)n2C)n1C,-17%,-2.1%,17%,0%,-6%,?,4%,-2.1%,i,16%,18%
CCOC(=O)c1ccccc1NC(=O)c1ccc(NS(C)(=O)=O)cc1,-11%,0.0%,-5%,-2%,0%,-5%,-3%,2.2%,i,6%,5%
COc1cccc(C(=O)Nc2ccc3nc(N4CCN(c5ncccn5)CC4)cc(C)c3c2)c1OC,-12%,0.4%,-12%,1%,0%,215%,-14%,2.7%,i,?,14%
CCOC(=O)N1CCN(C(=O)CCSCCc2ccncc2)CC1,1%,-1.8%,8%,1%,1%,8%,-2%,-0.8%,i,6%,3%
COc1ccc(C(=O)Nc2cccc(N(C)S(C)(=O)=O)c2)cc1OC,4%,-0.3%,2%,-4%,-4%,5%,-1%,-3.1%,i,2%,3%
N#CCCn1c(=O)c(-c2ccc(Cl)cc2)nc2cnc(OCc3ccccc3)nc21,0%,-0.4%,-4%,-2%,-1%,15%,-5%,-4.4%,i,17%,19%
CCN(CC)c1cc2nonc2c2nonc12,1%,-1.5%,18%,-2%,-1%,-2%,-9%,-1.1%,i,-1%,-6%
CC(C)CCNc1ncnc2[nH]ncc12,7%[11.4 µM],0.8%[15.4 µM],4%[11.4 µM],-1%[11.5 µM],0%[11.5 µM],-11%[11.4 µM],-4%[11.4 µM],1.0%[15.4 µM],i,4%[11.4 µM],.
CC(=O)N1CCC2(CC1)CCN(C(=O)Nc1cccc(F)c1)CC2,6%,0.5%,23%,0%,0%,0%,-6%,-1.0%,i,0%,11%
O=C(CNC(=O)c1ccccc1)NC1(C(=O)NC2CCCC2)CCCCC1,7%,-1.7%,10%,0%,-2%,-8%,-7%,0.2%,i,9%,-6%

# Individual results from the entries so far:
# `CCOC(=O)N1CCN(C(=O)CCSCCc2ccncc2)CC1` – BRCT PPI red: -1.8%
# `N#CCCn1c(=O)c(-c2ccc(Cl)cc2)nc2cnc(OCc3ccccc3)nc21` – HADH2 inh: 17%
# `CC(C)CCNc1ncnc2[nH]ncc12` – Tau filament bind: -11%[11.4 µM]

# Other results.
SMILES,15-hLO inh,BRCT PPI red,HEK293 cAMP cs,Caspase-1 inhib,Casp7 inh,Tau filament bind,DNA Pol III inh,BRCT PPI green,Rhodamine autofl,HADH2 inh,USP2a inhib
COC(=O)c1ccc(-n2c(C)cc(/C=N/n3cnnc3)c2C)cc1,5%,1.7%,4%,-1%,2%,0%,-3%,-1.6%,.,-6%,4%
Cc1ccc(C)c(SCC(=O)OCC(=O)Nc2ccc(S(=O)(=O)N3CCOCC3)cc2)c1,-11%,0.3%,12%,-2%,-4%,5%,5%,-0.6%,i,-5%,31%[activator]
O=C(CN1C(=O)COc2ccccc21)c1cccc(Cl)c1,-10%,-0.7%,18%,-1%,-2%,-7%,4%,0.8%,i,6%,30%[activator]
CCOC(=O)NC(Nc1ncccn1)(C(F)(F)F)C(F)(F)F,5%,1.1%,?,0%,-1%,10%,-1%,-3.0%,.,6%,3%
COC(=O)NC(c1cccc(F)c1)C(C(C)=O)C(=O)OC (stereo not drawn),7%[11.4 µM],1.0%[15.4 µM],-4%[11.4 µM],-10%[11.5 µM],0%[11.5 µM],.,.,-0.8%[15.4 µM],.,14%[11.4 µM],.
O=C(CSc1ncnc2nc[nH]c12)N1CCOCC1,-4%[11.4 µM],1.1%,4%[11.4 µM],0%,1%,-11%[11.4 µM],-3%[11.4 µM],-2.3%,.,-2%[11.4 µM],0%[7.66 µM]
Cc1ccc2nc(NC3=NCN(CCc4ccccc4)CN3)nc(C)c2c1,-7%,-1.0%,7%,0%,-2%,6%,-12%,-1.3%,i,1%,-8%
CCSc1nc(-c2ccco2)ccc1C#N,-10%,-0.6%,-2%,1%,0%,17%,-8%,-1.6%,i,-11%,0%
CC(=O)NC(CCS(C)(=O)=O)C(=O)Nc1ccc(Cl)c(Cl)c1 (stereo not drawn),0%,-1.9%,7%,-4%,1%,-20%,-6%,-0.1%,.,19%,.
O=C(Cn1cnc2c(nnn2Cc2ccccc2)c1=O)N1CCCc2ccccc21,-3%,-3.1%,0%,-4%,-2%,47%,-4%,-1.9%,.,4%,.
c1ccc2c(c1)oc1c(NCCCN3CCOCC3)ncnc12,-26%,-0.7%,?,-2%,-6%,63%,-1%,0.8%,i,5%,32%[activator]
CCOC(=O)N/N=C1/C[C@@H](O)[C@@H](O)[C@@H]2[C@@H]3C(=O)N(c4cccc(Oc5ccccc5)c4)C(=O)[C@H]3CC[C@@H]12,-3%[11.4 µM],0.6%[15.4 µM],-6%[11.4 µM],0%[11.5 µM],-1%[11.5 µM],.,.,0.8%[15.4 µM],.,3%[11.4 µM],.
CCN(CC)CCCC(C)n1c(-c2ccccc2)nc2c(N3CCOCC3)nc(C)nc21 (stereo not drawn),3%,1.3%,?,2%,-6%,-6%,-4%,-1.2%,.,0%,.
CCc1nc(SCC(=O)c2cc(C)ccc2C)n[nH]1,-15%[11.4 µM],0.7%,20%[11.4 µM],-4%,-1%,-8%[11.4 µM],8%[11.4 µM],-2.4%,.,-5%[11.4 µM],6%[7.66 µM]
O=C1CCc2cc(S(=O)(=O)NC(Cc3ccccc3)C(=O)NC3CCCCC3)ccc2N1 (stereo not drawn),-4%,0.3%,15%,-2%,0%,-9%,-12%,-0.7%,.,-5%,.
O=C(O)c1cc2nc(-c3ccccc3)cc(C(F)(F)F)n2n1,16%,-3.4%,-3%,-4%,-2%,-4%,-2%,-3.6%,i,8%,-13%
CC1(C)C(C#N)=C(N)OC2=C1C(=O)CCC2,3%,0.5%,7%,-2%,-8%,-6%,-3%,-4.6%,i,-6%,-5%
O=S(=O)(c1ccc2ccccc2c1)N1CCN(S(=O)(=O)N2CCOCC2)CC1,9%,-0.9%,15%,0%,1%,50%,-8%,-2.0%,i,19%,2%

# Not all compounds are listed. The share of hits here may be higher or lower than overall.
